Compound activity as filed in PubChem BioAssay.
Htt clearance: mutant huntingtin protein clearance; HeLa Exon1htt(103Q)mCFP, aggregate imaging; zero = plate's median compound well; inhibition, % at 1.5 µM; actives 0.42% (n = 47,000); AID 853;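 active = inhibition of aggregate fluorescence above about 70%, also judged a hit by eye on the cell image, limit read from the data, passing the limit was not always enough; inconclusive = no rule stated for this call; inactive = not judged a hit on image review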;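 also: cells exposed to compound for three days before fixation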
Htt clearance grain fraction: recorded beside Htt clearance, whose call it bears; fraction fluorescence in grains; measured here: aggregate grain fluorescence fraction; hits give low values;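 scaled fraction of total cell fluorescence in grains with unit not stated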
* = called active by the depositor; ? = inconclusive; nt = no result given. Only part of the results is shown. The share of hits here may be higher or lower than overall.

SMILES	Htt clearance	Htt clearance grain fraction
C/C(Nc1ccc(F)cc1)=C(/C#N)C(N)=O	24	23
c1ccc(Cn2nnnc2C(c2ccccn2)N2CCN(c3ccccc3)CC2)cc1 (stereo unspecified)	-16	46
O=C(O)CCc1ccc(-c2ccccc2)n1NC(=O)c1ccco1	16	14
CC(C)C(OC(=O)c1ccco1)C(=O)NC1CCCCC1 (stereo unspecified)	23	14
COc1ccccc1NC(=O)CSc1nccc(=O)[nH]1	6	17
CC[n+]1c(P(=O)([O-])c2ccccc2)[nH]c2ccccc21	3	37
CCOc1ccc(NC(=O)c2cn(-c3ccc(OCC)cc3)c(=O)c3cc(OC)c(OC)cc23)cc1	-19	50
Cc1cc(C(=O)OCC(=O)N2CC(=O)Nc3ccccc32)no1	-55	33
COc1cc(C2N(c3ccc(Cl)cc3)C(=O)C3CCCN32)cc(OC)c1OC (stereo unspecified)	67	16
COc1ccccc1N1CCN(C(=O)c2cc(C3CC3)on2)CC1	-162	81
CCC12CN3CC(CC)(CN(C1)C3c1ccc(OC(C)C)cc1)C2=O (stereo unspecified)	35	12
CCOC(=O)c1ccc(N2C(=O)c3n[nH]c(C)c3C2c2ccc(OC)c(OC)c2)cc1 (stereo unspecified)	-6	38
COc1cc(-c2cc(C(=O)O)c3cc4c(cc3n2)OCCO4)cc(OC)c1OC	-32	28
O=C(Nc1cccc(C(F)(F)F)c1)C1C2CC3OC(=O)C1C3C2 (stereo unspecified)	34	11
Cc1ccc(Nc2nc(N)nc(CN3CCN(C)CC3)n2)cc1C	4	32
COc1cccc(CN2CCN(C(=O)c3cccc4ccccc34)CC2)c1OC	-14	43
CN(C)c1ccc(NC(=O)CSCc2nc3c(nnn3Cc3ccc(F)cc3)c(=O)[nH]2)cc1	6	17
Oc1ccc2c(c1)oc1cc(O)ccc12	-10	34
FC(F)(F)c1cccc(N2CCN(CC3CC4C=CC3C4)CC2)c1 (stereo unspecified)	66	15
CC(=O)N(Cc1cc2cc(C)c(C)cc2n2nnnc12)CC1COCCO1 (stereo unspecified)	-19	21
COc1ccccc1NC(=O)CSc1nnc(C)o1	18	36
Cc1ccc(C(c2sc3nc(C)nn3c2O)N2CCOCC2)cc1 (stereo unspecified)	-1	34
Cc1ccc2[nH]c(=O)c(C(c3nnnn3CC3CCCO3)N3CCc4ccccc4C3)cc2c1 (stereo unspecified)	1	37
COc1ccc(Nc2nc(N)nc(CSCCO)n2)cc1	12	33
CCOC(=O)c1ccc(NC(=O)C2CCN(C(=O)c3ccc(OC)c(OC)c3)CC2)cc1	-67	33
Cc1nn(CC(=O)O)c(=O)c2ccccc12	-1	21
c1cn(-c2ncnc3sc4c(c23)CCCC4)cn1	45	25
CCOCCCn1c(=NC(=O)c2cccnc2)c(C(=O)OCC)cc2c(=O)n3ccccc3nc21	17	32
CCOc1cccc(C=Nc2cc(C)cc(C)c2O)c1O	-38	50
Cc1cccc(N2C(=O)CS/C2=N\NC(=O)c2ccc(Cl)cc2)c1C	-37	28
CN(C)c1nc(C#N)nc(N2CCOCC2)n1	-8	43
CCOc1ccc(N2CC(=O)SC2=S)cc1	-14	50
Cc1cc(=O)oc2ccc(OCC(=O)N(Cc3ccc(F)cc3)Cc3ccco3)cc12	-42	28
CCOC(=O)C1C2C=CC3(CN(c4cccc(Cl)c4)C(=O)C13)O2 (stereo unspecified)	-20	58
CCn1c(Cc2ccc(OC)cc2)nnc1SCC(=O)Nc1cccc(C(=O)OC)c1	11	19
COc1cccc(-c2cc(C(=O)Nc3ccc(OC)c(OC)c3)no2)c1	18	24
CN(C(=O)c1ccncc1)c1nnc(-c2cnccn2)s1	-29	49
CCOc1ccc(NC(=O)CSCC(=O)O)cc1	30	23
C=CCn1c(SCc2ccc(F)cc2)nc2c1c(=O)[nH]c(=O)n2C	-54	74
O=C(Nc1ccc(F)cc1F)c1sccc1SCc1cccc(C(F)(F)F)c1	6	37
CCOc1nc(-c2ccncc2)nc2ccccc12	35	12
Cc1ccc(SCC(=O)N(Cc2nc(-c3ccccc3)no2)C(C)C)cc1	-13	22
O=C(NCCSCc1c(F)cccc1Cl)c1ccco1	-20	41
Cc1noc(C)c1CSc1ccccc1C(=O)Nc1nccs1	5	19
O=C(Nc1ccc(Cl)cc1C(=O)NCc1cccnc1)c1ccco1	23	14
COCCCNC(=O)c1ccc(Cn2c(=O)c3ccccc3n(Cc3ccccc3C#N)c2=O)cc1	38	13
Cc1nn(Cc2ccccc2)c(N)c1-c1ccccc1	20	24
COc1ccc(CSc2nnc(N)s2)cc1F	-51	52
O=C(c1csc2ccccc12)N1CCN(c2ccccn2)CC1	-32	44
O=C(NCN1C(=O)C2C3C=CC(C3)C2C1=O)Nc1nccs1 (stereo unspecified)	-42	63
Later entries
SMILES	Htt clearance	Htt clearance grain fraction
CCCCc1cc(=O)oc2cc(C)cc(OC(C)C(=O)O)c12 (stereo unspecified)	16	15
CCOC(=O)c1sc(NC(=O)c2ccc(Cl)s2)cc1C	-5	52
O=C(Nc1nccs1)c1c(O)c2cccc3c2n(c1=O)CCC3	-2	21
Cc1cccc(C(=O)Oc2ccccc2C2C[C@]3(C)CC(=O)NC3N2C(=O)c2cccc(C)c2)c1 (stereo partly specified)	4	19
COc1cccc(CC(NC(C)=O)C(=O)NC2CCN(S(=O)(=O)c3ccc4ccccc4c3)CC2)c1 (stereo unspecified)	-16	23
O=C1N2CN(C(c3ccccc3)c3ccccc3)CN=C2SC1(CO)CO	-19	26
CCCC(=O)Nc1ccccc1NC(=O)C1CCCCC1	8	17
CCOC(=O)CCc1c(C)c(C#N)c2nc3ccccc3n2c1-n1ccnc1	0	21
COCCn1nnnc1C(c1ccc2ncccc2c1)N1CCc2ccccc21 (stereo unspecified)	-20	44
CCn1c(SCC(=O)NCC2CCCO2)nc2cc(S(=O)(=O)N3CCCCC3)ccc21 (stereo unspecified)	-28	46
CCc1nnc(NC=C2C(=O)OC(C)(C)OC2=O)s1	-54	54
CC(=O)/C(C(=N)N1CCN(c2cccc(Cl)c2)CC1)=C(\C)O	21	16
Cc1ccc(C)c(N2CCN(C(=O)C3CCCN(S(=O)(=O)c4cnc[nH]4)C3)CC2)c1 (stereo unspecified)	?	nt
COc1cccc(CNC(=O)C2CCCN(S(=O)(=O)c3c(C)n[nH]c3C)C2)c1 (stereo unspecified)	-16	33
Nc1nnc(SCC(=O)N2CCN(c3ccccc3)CC2)n1-c1ccccc1	-40	30
O=C(Nc1ccccc1F)C1CCN(C(=O)Cc2ccccc2)CC1	-38	27
COc1ccc(S(=O)(=O)NCc2csc(-c3cccnc3)n2)cc1	10	37
COc1cc(C2NC(=O)N(C)C3=C2C(=O)CCC3)cc(OC)c1OC (stereo unspecified)	-30	50
CCCC(=O)NC(c1ccco1)c1cc(Cl)c2cccnc2c1O (stereo unspecified)	-41	51
Cc1ccc(-c2nc3cccnc3o2)cc1NC(=O)COc1ccc(Cl)cc1C	0	37
Cc1cnn(Cc2ccccc2)c1N	-24	48
Cn1c(C(=O)NC2CCCCCC2)cc2c(=O)n(C)c3ccccc3c21	1	48
O=C(Nc1c(F)cc(F)cc1Br)c1cccnc1	-19	55
CC(C)(C)C(=O)Nc1sc2c(c1C#N)CCCCC2	34	12
Cc1ccc(C)c(N2CCN(C(=O)CN(C)S(=O)(=O)c3ccc4c(c3)CCC(=O)N4)CC2)c1	0	52
N#CCCn1ncc2ccccc21	4	35
Cc1nn(C2CCCCC2)c(N)c1-c1ccccc1	-35	27
CCOC(=O)CN(C(=O)CNC(=O)c1cccs1)C(C(=O)NC1CCCCC1)c1cccs1 (stereo unspecified)	-18	24
O=C(Nc1ccc(F)cc1)NC1CCN(Cc2nnnn2Cc2ccco2)CC1	-42	25
COCCN=C1Sc2nc3c(C)cccc3cc2CN1Cc1ccco1	-91	76
CNc1oc(-c2ccc(Cl)cc2)nc1C#N	25	28
CCCNc1nc2c(c(=O)[nH]c(=O)n2C)n1CCCc1ccccc1	-17	24
COc1cc(C(=O)Nc2ccc(NC(=O)c3ccco3)nc2)cc(OC)c1OC	46	18
COc1ccc(C(C)=O)cc1COC(=O)Cn1cnc2ccccc2c1=O	-70	56
COc1ccc(CN2C(=O)CN=C2Nc2ccc(C)cc2C)cc1	6	19
CN(C)c1oc(COc2ccccc2F)nc1C#N	-17	20
O=C(Nc1nsc(-c2ccccc2)n1)c1cccs1	33	25
CN(C)C(=O)Cn1c(SCC(=O)NCc2ccc3c(c2)OCO3)nc2ccccc21	13	16
N#Cc1nc(-c2ccco2)oc1N1CCN(Cc2ccccc2)CC1	2	39
Nc1c(C2=NCCO2)nnn1Cc1ccccc1	-12	18
N#Cc1nc(COc2ccccc2F)oc1NCCCn1ccnc1	-26	51
Cc1[nH]c(=O)[nH]c(=O)c1CSc1nnc([C@H](CC(C)C)NC(=O)OC(C)(C)C)o1	22	28
Cc1ccsc1C(=O)OCc1csc(-c2ccccc2)n1	-6	22
CCCCCSc1nc2c(c(=O)[nH]c(=O)n2C)n1C	9	34
CC(C)NC(=O)COc1ncnc2sccc12	42	23
COc1ccc(-c2cc(C(=O)N3CCCCC3)no2)cc1OC	-2	31
Nc1n[nH]c(-c2ccc(F)cc2)n1	54	15
CCOc1ccccc1OCC(=O)Nc1ccc(N2CCCCC2)cc1	-3	19
O=C(Nc1ccc(F)c(F)c1)NC1CCCCC1	-49	28
Cn1nnnc1SCC(=O)NCC(=O)c1ccccc1	25	26

Some of the entries so far, comma-delimited.
Compound,Htt clearance,Htt clearance grain fraction
COc1ccc(C(C)=O)cc1COC(=O)Cn1cnc2ccccc2c1=O,-70,56
COc1ccc(CN2C(=O)CN=C2Nc2ccc(C)cc2C)cc1,6,19
CN(C)c1oc(COc2ccccc2F)nc1C#N,-17,20
O=C(Nc1nsc(-c2ccccc2)n1)c1cccs1,33,25
CN(C)C(=O)Cn1c(SCC(=O)NCc2ccc3c(c2)OCO3)nc2ccccc21,13,16
N#Cc1nc(-c2ccco2)oc1N1CCN(Cc2ccccc2)CC1,2,39
Nc1c(C2=NCCO2)nnn1Cc1ccccc1,-12,18
N#Cc1nc(COc2ccccc2F)oc1NCCCn1ccnc1,-26,51
Cc1[nH]c(=O)[nH]c(=O)c1CSc1nnc([C@H](CC(C)C)NC(=O)OC(C)(C)C)o1,22,28
Cc1ccsc1C(=O)OCc1csc(-c2ccccc2)n1,-6,22
CCCCCSc1nc2c(c(=O)[nH]c(=O)n2C)n1C,9,34
CC(C)NC(=O)COc1ncnc2sccc12,42,23
COc1ccc(-c2cc(C(=O)N3CCCCC3)no2)cc1OC,-2,31
Nc1n[nH]c(-c2ccc(F)cc2)n1,54,15
CCOc1ccccc1OCC(=O)Nc1ccc(N2CCCCC2)cc1,-3,19
O=C(Nc1ccc(F)c(F)c1)NC1CCCCC1,-49,28
Cn1nnnc1SCC(=O)NCC(=O)c1ccccc1,25,26

The listing continues:
SMILES	Htt clearance	Htt clearance grain fraction
O=C(COc1ccccc1)N1CCN(S(=O)(=O)c2ccc(Cl)cc2)CC1	-1	31
N#Cc1c(NC(=O)c2ccccc2)sc2c1CCCCC2	-83	33
CCOc1ccc(NC(=O)CSc2nc3cccnc3n2CC)cc1	-49	29
COc1cc(-c2nnc(SCC(=O)c3ccccc3)o2)cc(OC)c1OC	1	34
Cc1cc(NS(=O)(=O)c2ccc(NC(=O)CCc3ccccc3)cc2)no1	-8	23
COc1ccc(N2C(=O)NC3CC2(C)Oc2ccc(Cl)cc23)cc1OC (stereo unspecified)	63	13
CCn1c(Cc2ccccc2)nnc1SCC(=O)Nc1cc(C)on1	-30	25
CC(C(=O)NCc1ccccc1)N1C(=O)C2CC=C(Cl)CC2C1=O (stereo unspecified)	-28	59
CN(C)CCN1C(=O)C(O)=C(C(=O)c2ccco2)C1c1ccccc1F (stereo unspecified)	58	7.3
COc1ccc(NC(=O)CS(=O)CC(=O)NCc2cccc(C(F)(F)F)c2)cc1 (stereo unspecified)	-39	43
CCc1c(O)cc2n(c1=O)-c1ccc(Cl)cc1C2(C)C	1	19
O=C(NCc1ccncc1)c1cccc(Cn2cc(Br)cn2)c1	29	28
CCOC(=O)c1sc2nc(CC(=O)OC)nc(NCc3ccco3)c2c1C	6	16
CCC(=O)Nc1nonc1-c1nc2ccccc2n1N(C(=O)CC)C(=O)CC	-47	53
CCC(C)(C)NC(=O)C(c1ccc(OC)cc1)N(Cc1cccs1)C(=O)CCC(=O)Nc1cc(C)on1 (stereo unspecified)	37	12
O=C(c1ccc(F)cc1)N1CCN(Cc2ccccc2Br)CC1	-10	20
O=C(NCCN1CCCC1)C1(S(=O)(=O)c2ccc(Cl)cc2)CC1	-19	43
CCOc1[nH]n(-c2ccc(Cl)cc2)c(=O)c1C=Nc1ccc(OC)cc1	-22	37
COc1ccc(C(=O)COC(=O)CSCc2c(C)noc2C)cc1OC	17	32
O=C(NCCCN1CCCCC1)c1ccc2c(c1)NC(=O)C(N1CCOCC1)S2 (stereo unspecified)	44	22
O=c1c2cc(Cl)ccc2[nH]c(=S)n1Cc1ccco1	7	17
O=C(NCc1ccco1)c1cccc(S(=O)(=O)N2CCCCC2)c1	47	9.9
COc1ccc(C2C(C(=O)c3ccco3)=C(O)C(=O)N2CCc2ccccc2)cc1OC (stereo unspecified)	11	39
COc1ccccc1-c1nc(C#N)c(N2CCN(c3cccc(Cl)c3)CC2)o1	-10	38
Oc1ccccc1CNc1cnc2ccccc2c1	-43	25
COc1ccc(/C=C/C(O)=C2/C(=O)N(C)C3(C)CC2c2ccccc2O3)cc1 (stereo unspecified)	3	40
COc1cc(OC)c2c(C)cc(=O)oc2c1	-23	26
CC1CN(C(=O)CN2C(=O)NC3(CCCCCCC3)C2=O)CC(C)O1 (stereo unspecified)	-9	31
COc1ccc(N2CCN(C(=O)CSc3nnc4c5cc(C)ccc5n(C)c4n3)CC2)cc1	-10	49
COc1ccc(-c2nnn(CCC(=O)O)n2)cc1	7	18
